Screening results as filed in PubChem.
FBPA coupling cs = counter-screen for Giardia aldolase inhibitors: coupling enzyme system; coupling enzyme system counterscreen, AmpLite Red fluorescence; activity change, negative = inhibition, % at 58.2 µM, hits read low; actives 0.67% (n = 290,000); AID 2472; in the data active = activity change below about -30%; note: % is set by controls: 0 for no effect and ±100 for the full control effect
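Compounds tested against the coupling enzymes alone at 57.5 uM final; readout was AmpLite Red fluorescence (525/598 nm) after 20 min at RT.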
TCR act = activators of T cell receptors; primary human leukocytes, anti-CD3, IL-2 HTRF, 48 h; Potency, µM (series often up to 9.22 µM), for inactives: at the top dose activation of IL-2 secretion, hits mostly activators; 330,000 tested, under 10 active; note: % of control where 0% means no effect
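Compounds are tested in HTS on primary human leukocytes co-incubated with a-CD3 beads for 48 hr. IL-2 output is measured by time-resolved FRET.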
A-T KAP1 phos = candidate therapy for ataxia-telangiectasia; […] A-T fibroblasts, KAP-1 phosphorylation AlphaLISA; neocarzinostatin DNA damage 30 min before lysis; Potency, µM (series often up to 57.5 µM), without a hit: at the top dose activation, most hits filed as activators; actives 0.19% (n = 320,000); note: potency is the fitted concentration of half-maximal effect; % of control where 0% means no effect; nearly all actives have a fitted effect of over 45% in size
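hTERT-immortalized A-T patient fibroblasts ([…]), 500 cells/well in OPTI-MEM, 1% FBS, got compounds for 60 min, then NCS for 30 min at 37C. Lysates were then assayed for phospho-KAP-1 by AlphaLISA (anti-pKAP1 donor, anti-KAP1 acceptor beads), 6 hr at 25C.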
MLL CXXC-DNA inh = blocks binding of human MLL CXXC domain to DNA. actives 0.037% (n = 290,000). MLL-CXXC / FITC-HOXA9 DNA fluorescence polarization. Q03164. AID 2662. Potency, µM (series often up to 115 µM), for inactives: top-dose activity change, negative = inhibition, usual class: inhibitors; active = well fitted inhibition curve with a large enough effect in the polarisation, with a control signal flat, not every such curve was filed as active; inconclusive = small, poorly fitted or top-dose-only effect, or effect the other way, or a change in a side signal; inactive = no such curve, though single readings can be large or run the other way; the % refers to the polarisation; note: potency is the fitted concentration of half-maximal effect
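Purified MLL-CXXC (added from a 7 uM solution) was preincubated 5 min at ambient with pinned compounds in 50 mM Tris-HCl pH 7.5, 50 mM NaCl, 1 mM DTT, 0.05% BSA. Fluorescein-labeled HOX-A9 DNA (50 nM solution) followed, 30 min, then polarization read.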
GALK inh = blocks human galactokinase activity. Purified GALK, Kinase-Glo residual ATP luminescence. Potency, µM (highest dose often 57.5 µM), without a hit: at the highest dose activity change, negative = inhibition, hits mostly inhibitors. actives 0.007% (n = 270,000). AID 1868; note: potency is the fitted concentration of half-maximal effect; % is set by controls: 0 for no effect and ±100 for the full control effect
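Compounds were pin-transferred into ATP buffer (35 uM final), then GALK plus galactose (5 nM, 100 uM final) was added. After 1 h at room temperature, Kinase-Glo Plus was added and luminescence read after 10 min.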
hERG WT inh = inhibitors of human wildtype KCNH2 potassium channel | activity change, % at 1.84 µM | U2OS, BacMam KCNH2, thallium flux FluxOr; stronger effect = lower value | Q12809 | actives 0.37% (n = 340,000);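 active = maximum activity change below -70%; inconclusive = maximum activity change between -70% and -50%; inactive = maximum activity change above -50%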; note: % is set by controls: 0 for no effect and ±100 for the full control effect
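U2OS cells transduced with wild-type KCNH2 virus are loaded with FluxOr dye for 45 min, and thallium flux is measured in kinetic reads before and after stimulation buffer. Rate constants are normalized to DMSO controls.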
Tb PFK inh = T. brucei PFK enzyme inhibition; actives 0.17% (n = 330,000); O15648; T. brucei PFK, ADP-Glo luminescence; Potency, µM (doses to about 57.5 µM), for the others: top-dose activity, negative = inhibition, most hits filed as inhibitors;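 note: potency is the fitted concentration of half-maximal effect; 0% = uninhibited 1x PFK enzyme wells and -100% = no-enzyme wells; nearly all actives have a fitted effect of over 60% in size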
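In TEA buffer at pH 8.0 with 5 mM MgCl2, enzyme (1.25 nM) converted F6P (0.5 mM) and ATP (0.1 mM) for 45 min at room temperature. ADP product was read by luciferase luminescence.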
BCR signal inh = inhibitors of chronic active B-cell receptor signaling | ABC-DLBCL IkBa-CBG/CBR reporter, luminescence ratio, 4 h | Potency, µM (highest dose often 46.1 µM), without a hit: at the highest dose ratio change, negative = lower green/red ratio, actives largely listed as inhibitors | actives 0.05% (n = 340,000); active = well fitted inhibition curve with a large enough effect in the signal ratio, with a control signal flat, not every such curve was filed as active; inconclusive = small, poorly fitted or top-dose-only effect, or effect the other way, or a change in a side signal; the % refers to the signal ratio;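 note: potency is the fitted concentration of half-maximal effect; plate controls were basal doxycycline-induced cells for no effect and cells given 10 µM MG132 for full effect; MG132 reads +100%, hits lower the ratio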
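Compounds up to 46 uM were incubated four hours with TMD8 cells whose green CBG68 luciferase is fused to IkappaBalpha; red CBR luminescence normalised the signal, and concentration-effect curves were fitted to fusion, red and ratio data.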
TSHR antag = antagonists of human thyroid stimulating hormone receptor | P16473 | TSHR-expressing cells, TSH-stimulated cAMP HTRF, 2 h; stronger effect = lower value | activity change, negative = inhibition, % at 11.5 µM | actives 0.2% (n = 330,000);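 active = activity change below a set negative limit, meaning inhibition stronger than a set level, cut at about -70% in these data; inconclusive = activity change between two set negative limits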; note: % is set by controls: 0 for no effect and ±100 for the full control effect
Target sequence (P16473 whole entry, looked up): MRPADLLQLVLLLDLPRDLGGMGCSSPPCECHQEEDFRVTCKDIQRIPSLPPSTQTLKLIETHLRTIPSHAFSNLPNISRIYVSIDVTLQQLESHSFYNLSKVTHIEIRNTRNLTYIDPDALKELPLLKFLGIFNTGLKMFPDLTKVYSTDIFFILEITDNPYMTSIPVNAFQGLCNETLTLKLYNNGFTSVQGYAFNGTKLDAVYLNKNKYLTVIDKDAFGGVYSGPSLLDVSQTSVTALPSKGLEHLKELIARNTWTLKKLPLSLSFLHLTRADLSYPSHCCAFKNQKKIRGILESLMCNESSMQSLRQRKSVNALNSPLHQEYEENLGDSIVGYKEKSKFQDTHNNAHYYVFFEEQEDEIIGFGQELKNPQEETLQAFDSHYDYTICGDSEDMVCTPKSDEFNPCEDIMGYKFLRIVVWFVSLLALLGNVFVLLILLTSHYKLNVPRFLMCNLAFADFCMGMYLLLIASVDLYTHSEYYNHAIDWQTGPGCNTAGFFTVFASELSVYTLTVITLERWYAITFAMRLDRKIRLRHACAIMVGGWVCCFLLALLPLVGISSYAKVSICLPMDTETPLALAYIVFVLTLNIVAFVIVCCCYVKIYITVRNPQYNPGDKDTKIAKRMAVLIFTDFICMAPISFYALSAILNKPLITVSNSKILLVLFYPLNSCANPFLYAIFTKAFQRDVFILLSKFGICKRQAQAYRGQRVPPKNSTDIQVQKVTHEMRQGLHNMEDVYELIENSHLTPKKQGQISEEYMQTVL
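Cell-based HTRF cAMP assay; TSHR cells + compound, TSH EC80 (4nM final), 2 h, 37 deg C. Lysis with anti-cAMP cryptate and cAMP-d2, 30 min RT, read 665/620 nm.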
Giardia kill = Giardia lamblia killing; Giardia lamblia trophozoite viability; activity change, % at 7.66 µM, hits read low; actives 0.15% (n = 340,000); in the data active = activity change below about -80%; inconclusive = between about -30% and that limit;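 note: parasites exposed to compound for two days anaerobically before the ATP read; % is set by controls: 0 for no effect and ±100 for the full control effect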
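Luminescence from cellular ATP indicates surviving trophozoites (100 cells/well) following 48 hrs anaerobic compound treatment at 37 deg C; signal develops 15-30 min at room temperature.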
An asterisk follows results filed as active; ? = inconclusive; . = not tested or not shown; [ ] = another dose, or the depositor's remark. Unless noted, calls come from the whole dose curve; as a rule, active = well fitted curve in the direction sought with a large enough effect; inconclusive = small, poorly fitted or top-dose-only effect, or another doubt; inactive = no such curve, though single readings can be large; an effect the other way counts as inactive or inconclusive.

SMILES | FBPA coupling cs | TCR act | A-T KAP1 phos | MLL CXXC-DNA inh | GALK inh | hERG WT inh | Tb PFK inh | BCR signal inh | TSHR antag | Giardia kill
Cc1ccc2nc(SCC(=O)Nc3ccc(F)cc3F)[nH]c2c1 | -3 | 0% | 5% | 3% | 6% | 10 | -2% | ? | 8 | 9
CC1CCc2sc(C(=O)N3CCC(C(N)=O)CC3)cc2C1 (stereo not given) | . | 1% | -3% | . | . | -9 | 21% | ? | 6 | 1
CCOC(=O)N1CCN(C(=O)C(=O)Nc2sc3c(c2C(N)=O)CC(C)(C)OC3)CC1 | . | 4% | 0% | -5% | -7% | -2 | 1% | 1% | -2 | 13
Cc1ccc(S(=O)(=O)N2CCC(C(=O)OC(C)C(=O)N3CCOCC3)CC2)cc1 (stereo not given) | . | 0% | 3% | . | . | -5 | -13% | 23% | 16 | 21
CN(C)c1ccc(/C=C2\C(=N)N3C(=NC2=O)Sc2cc(S(C)(=O)=O)ccc23)cc1 | 2 | . | -3% | ? | . | . | 3% | 1% | -11 | .
CC(=O)Nc1cccc(Oc2ccc(-c3noc(C)n3)cc2)c1 | 1 | 7% | 2% | 6% | 2% | -9 | -7% | ? | -7 | 4
CCCC(c1nnnn1Cc1ccco1)N1CCN(C2CCCC2)CC1 (stereo not given) | 1 | -8% | -6% | -5% | 1% | -3 | -2% | -4% | 23 | 17
COc1cccc(N2CC(C(=O)Nc3nnc(SCc4cccnc4)s3)CC2=O)c1 (stereo not given) | 2 | -1%[46.1 µM] | 2% | 8% | 0% | 11 | -6% | 1% | -3 | -21
O=C1C2Sc3[nH]c(=O)sc3C(c3ccccc3)C2C(=O)N1c1ccc(Cl)cc1 (stereo not given) | -12 | -5% | -3% | -4% | -4% | -12 | -3% | -11% | 8 | 5
Cc1ccc(C)c(S(=O)(=O)N2CCN(C(=O)Cn3c(C(F)(F)F)nc4ccccc43)CC2)c1 | 2 | -3% | 3% | -4% | -6% | -5 | 1% | -1% | -2 | -3
Cc1c(C)n(C)c2ccc(C(=O)NCCCN3CCCCC3C)cc12 (stereo not given) | . | 2% | -15% | 12% | 0% | 0 | 2% | 1% | 2 | 2
CC(C)CC(=O)N1CCN(S(C)(=O)=O)CC1 | 4 | 9% | 2% | 10% | -1% | -7 | -3% | 0% | 12 | -9
COc1ccc2nc(CC(C)(C)CC(=O)O)c[n+]([O-])c2c1 | 0 | 2% | 3% | 7% | 0% | 5 | -1% | -5% | -3 | -10
Cc1ccc(S(=O)(=O)N(C)C)cc1NC(=O)COC(=O)c1c(-c2ccccc2)noc1C | . | 0% | -2% | . | . | -4 | -14% | -8% | 5 | 2
Nc1nccc(/C=C/c2c(Cl)cccc2Cl)n1 | -2 | -8% | 6% | -16% | 0% | 1 | 0% | ? | -7 | -12
O=C(CN1C(=O)COc2ccccc21)NCCN1CCc2ccccc2C1 | -31* | 4% | -4% | 2% | -1% | 15 | -8% | -8% | 7 | -7
C=CCNC(=O)CN1C(=O)c2cccc3cccc1c23 | 0 | -4% | -12% | 7% | 1% | 3 | 0% | 0% | 11 | 3
COc1ccc(C2=NOC(C(=O)Nc3cccnc3)C2)cc1 (stereo not given) | 5 | -10% | 2% | -8% | 0% | -2 | -4% | 5% | -11 | -11
c1ccc2c(c1)OCC(CNc1ncnc3sccc13)O2 (stereo not given) | 1 | 1%[46.1 µM] | 8% | -3% | 1% | -4 | 0% | -4% | -34 | -11
CCOc1ccc(S(=O)(=O)N2CCOCC2)cc1NC(=O)CCOc1ccc(C(C)(C)C)cc1 | . | -1% | 4% | . | . | 56 | 5% | 3% | -8 | 10
CC(=O)COc1ccc2cc(-c3ccccc3)c(=O)oc2c1 | 1 | -1% | 8% | 19% | 2% | 22 | -8% | -1% | -10 | -6
COc1ccc(CCN2C(=O)CC(N3CCC(C(N)=O)CC3)C2=O)cc1OC (stereo not given) | -2 | 0% | 1% | -2% | -1% | 6 | ? | -8% | 24 | 12
O=C(Nc1ccccc1C(=O)N1CCCC1)c1ncoc1-c1cccc(Cl)c1 | 0 | -9% | 5% | -3% | 7% | -5 | 2% | ? | 0 | 2
CC[C@@]1(C(=O)OC)N[C@H](CN(C)C(C)=O)[C@@H]2C(=O)N(C)C(=O)[C@@H]21 | . | -3% | 0% | . | . | -5 | -4% | 1% | -1 | -10
COc1ccc(C(=O)Nc2cc(-c3nn4c(C)nnc4s3)ccc2C)cc1 | 2 | 4% | 7% | 6% | 1% | -11 | 1% | -6% | -13 | -14
SMILES | FBPA coupling cs | TCR act | A-T KAP1 phos | MLL CXXC-DNA inh | GALK inh | hERG WT inh | Tb PFK inh | BCR signal inh | TSHR antag | Giardia kill
O=C(NC1CCCCC1)C(c1ccccn1)N(C(=O)Cc1cccs1)c1ccc(Cl)cc1 (stereo not given) | 4 | -3% | 0% | 3% | -2% | 5 | 0% | -3% | -10 | 20
CCCCNC(=O)COC(=O)C1CCN(S(=O)(=O)c2ccc3c(c2)OCCO3)CC1 | . | -4% | 1% | . | . | -1 | -1% | ? | 9 | 2
CCSc1nc(O)c(C(c2cccc(OC)c2)c2c(O)nc(SCC)[nH]c2=O)c(=O)[nH]1 | 4 | . | -8% | 11% | -7% | 1 | 0% | 0% | 5 | -2
COc1cccc(C2CC(c3ccc(Cl)cc3Cl)n3nc(N)nc3N2)c1 (stereo not given) | 3 | 8% | 2% | 1% | 2% | 5 | -3% | -13% | 1 | -26
CCOc1ccc(NC(=O)COC(=O)CC2CC3CCC2C3)cc1 (stereo not given) | . | -12% | 2% | . | . | 1 | 0% | -1% | -11 | 1
O=C(NC(=S)NCc1cccnc1)c1cccc2ccccc12 | 0 | . | 9% | 8% | -1% | 0 | 5% | -1% | -3 | 1
CCCOc1ccc(N2CC(C(=O)NC3=NCCS3)CC2=O)cc1 (stereo not given) | 1 | 3% | 0% | -4% | -1% | 2 | -2% | -6% | -5 | -8
O=C(CNC(=O)c1ccccc1)N/N=C/c1ccc([N+](=O)[O-])o1 | 0 | 3%[46.1 µM] | 7% | 7% | 0% | . | 1% | ? | 13 | ?
COc1ccc(NC(=O)CSc2nnnn2-c2ccc(OC)cc2)cc1 | 0 | 2% | 7% | 6% | -3% | 0 | -6% | 3% | 2 | 0
CC(C)C(C(=O)Nc1nccs1)c1ccc(Cl)cc1 (stereo not given) | 2 | 1% | 11% | 10% | -3% | 11 | 3% | 9% | -10 | 7
CCc1nnc(NC(=O)C2CC(=O)N(CCc3ccccc3)C2)s1 (stereo not given) | 0 | . | -6% | -12% | -2% | -3 | 1% | 0% | 14 | 16
CC(C)=CCC(C)(C)C1OCCN1C(=O)Nc1ccccc1 (stereo not given) | 2 | -4% | 10% | -2% | 1% | -1 | 2% | -6% | 2 | -4
O=S(=O)(c1ccc2c(c1)nc1n2CCC1)N1CCOCC1 | 3 | 1%[46.1 µM] | . | 3% | 0% | -9 | -1% | ? | 0 | -6
CCOc1cc(CNCCO)cc(Br)c1OCc1cccs1 | 0 | 3% | 4% | 13% | -2% | -18 | 6% | ? | 6 | 18
O=C(CSc1ccccn1)c1ccc2c(c1)OCO2 | 0 | 6% | 1% | 4% | 2% | 1 | -13% | ? | 0 | -8
COC1=C/C(=C/c2c(N)n3nc(CC(=O)N4CCCC4)sc3nc2=O)C=CC1=O | -1 | -9% | -8% | ? | -4% | -2 | 2% | 7% | 28 | -6
CCc1nc2ccccc2c2nc3ccccc3n12 | 0 | -19% | . | -5% | 3% | 3 | -2% | -4% | -22 | -9
COC(=O)Nc1ccc(S(=O)(=O)N2CCCC(C(=O)NCC3CCCO3)C2)cc1 (stereo not given) | . | . | 0% | . | . | -8 | 0% | -7% | . | 7
O=C(O)CNC(=O)CC12CC3CC(CC(C3)C1)C2 | 1 | 7% | -2% | -1% | -1% | -4 | 0% | -2% | -5 | 1
N#CCCn1cc(C(=O)NCc2ccccc2)c(-c2cccs2)n1 | 0 | 6% | 4% | -4% | 3% | 11 | 1% | -1% | 1 | -16
CCOc1cc(CN2CCCC(CO)(Cc3ccc(F)cc3F)C2)ccc1OC (stereo not given) | -1 | 1% | 1% | -2% | 3% | 45 | 0% | -1% | 4 | -1

Full records from above.
CCCOc1ccc(N2CC(C(=O)NC3=NCCS3)CC2=O)cc1 (stereo not given) is listed as FBPA coupling cs = 1; TCR act = 3%; A-T KAP1 phos = 0%; MLL CXXC-DNA inh = -4%; GALK inh = -1%; hERG WT inh = 2; Tb PFK inh = -2%; BCR signal inh = -6%; TSHR antag = -5; Giardia kill = -8
CCc1nc2ccccc2c2nc3ccccc3n12 is listed as FBPA coupling cs = 0; TCR act = -19%; A-T KAP1 phos = .; MLL CXXC-DNA inh = -5%; GALK inh = 3%; hERG WT inh = 3; Tb PFK inh = -2%; BCR signal inh = -4%; TSHR antag = -22; Giardia kill = -9
